From PubChem BioAssay
Abeta yeast res: compounds reversing amyloid beta toxicity in yeast; yeast expressing A-beta42, growth rescue, OD600, 48 h; response scale: 0% DMSO, 100% iron-clioquinol control; Potency, µM (titrated, usually from 46.1 µM), for the others: at the highest dose growth rescue, actives largely listed as activators; hit rate 0.063% among 410,000; also: potency is read from the fitted curve at half-maximal effect; nearly all actives have a fitted effect of over 55% in size
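Growth rescue measured by 600 nm absorbance after 48 h yeast culture at 30 C with compound. Values normalized between DMSO and an equimolar ferric chloride plus clioquinol control.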
A549 tox: kills or reduces viability of A549 cells in Nrf2 counter-screen. A549 ARE-Fluc cells, CellTiter-Fluor viability, 18-24 h. Potency, µM (top dose mostly 46 µM), without a hit: at the top dose activity change, negative = cytotoxicity, hits mostly inhibitors. hit rate 0.16% among 390,000; also: potency is read from the fitted curve at half-maximal effect; % is scaled to controls: 0 for no effect and ±100 for the full control effect
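Cytotoxicity counterscreen: CellTiter-Fluor fluorescence was measured in A549 ARE_Fluc cells after 18-24 h of compound exposure in a concentration series. The subsequent BugLite luminescent read reports ARE-luciferase activity.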
MmCpn inh: M. maripaludis TRiC chaperonin inhibition; Potency, µM (series often up to 76.9 µM), inactives show at the top dose activity, negative = inhibition, most hits filed as inhibitors; AID 504842; hit rate 0.031% among 330,000; purified Mm-Cpn ATPase, ADP Transcreener TR-FRET; also: potency is read from the fitted curve at half-maximal effect; % is scaled to controls: 0 for no effect and ±100 for the full control effect; nearly all actives have a fitted effect of over 80% in size
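Eu-cryptate anti-ADP/ADP-d2 competition gives a ratio inversely related to ADP. Enzyme at 25 nM was pre-exposed to compound for 10 min, then given 10 uM ATP for 30 min, 37°C throughout.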
TGFb inhibitor: inhibitors of TGF-b signaling. HepG2 CAGA-GFP TGF-b/SMAD3 reporter, GFP fluorescence, 18 h; TGF-beta stimulated, 500 pg/mL final. Potency, µM (doses to about 46.1 µM), without a hit: at the highest dose activity, negative = inhibition, hits mostly inhibitors. AID 588855. hit rate 1.2% among 410,000; also: potency is read from the fitted curve at half-maximal effect; % is scaled to controls: 0 for no effect and ±100 for the full control effect; nearly all actives have a fitted effect of over 65% in size
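Inhibition of TGF-beta-driven CAGA-GFP reporter expression in HEPG2 cells is measured by cellular GFP fluorescence after 18 h stimulation with 500 pg/mL recombinant TGF-beta in 1% FBS medium at 37 degrees C.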
HepG2 viability: counter-screen for TGF-b inhibitors: cytotoxicity in HepG2 cells; Potency, µM (top dose mostly 46.1 µM), for the others: top-dose activity change, negative = cytotoxicity, hits mostly cytotoxic; hit rate 0.76% among 410,000; AID 588856; HepG2 CAGA-GFP viability, ATP luminescence, 18 h; also: potency is read from the fitted curve at half-maximal effect; some results filed as inactive show a strong effect at the top dose
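CellTiter-Glo luminescence gave cytotoxicity after 18 hours at 37 degrees C. The cells were HepG2 CAGA-GFP in 1% FBS DMEM, stimulated with 500 pg/mL TGF-beta after compound addition. %Activity was normalised to no-cell wells (complete cell-killing) and DMSO (no toxicity), and curves were fitted and classified.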
Nrf2 activator: Nrf2 pathway activation | AREc32 ARE-luciferase reporter (MCF7-derived line), luminescence, 24 h | Potency, µM (top dose mostly 46.1 µM), without a hit: at the highest dose activation, hits mostly activators | hit rate 0.31% among 410,000; also: potency is read from the fitted curve at half-maximal effect; % of control where 0% means no effect; nearly all actives have a fitted effect of over 65% in size
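ARE-driven firefly luciferase activity in AREc32 cells measured after a 24 hr compound exposure at 37 deg C, using Steady-Glo reagent and a 30 min room-temperature hold.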
Akt phos inh: blocks phosphorylation of Akt. hit rate 0.32% among 360,000. AID 651550. activity change, % for hits at 50 µM. Neuro2A IGF-stimulated pAkt S473 HTRF, 20 min; hits give low values; in the data active = activity change below about -80%; inconclusive = mostly about -51% to -80%; also: % is scaled to controls: 0 for no effect and ±100 for the full control effect
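Single-point screen (50 µM final compound) in Neuro2A cells stimulated 20 min with 6 nM IGF at 37 deg C. After lysis, Ser473-phosphorylated Akt read by HTRF (ex 330 nm, em 615/665 nm) as the 665/615 ratio.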
CCT chaperon mod: modulators of cytosolic chaperonin (CCT/TRiC) activity. purified chaperonin ATPase assay, HTRF ADP detection, 30 min. activity change, % (test concentration not listed), hits read low. hit rate 0.3% among 360,000; in the data active = activity change below about -30%; also: % is scaled to controls: 0 for no effect and ±100 for the full control effect
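Nucleotide hydrolysis assay: TRiC at 20–40 nM final (set by batch activity) with 10 uM ATP, 30 min at 37 °C, in presence of 76 uM compound. Detection by competitive ADP HTRF, 30 min ambient.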
Nrf2 block: Nrf2 pathway inhibition. A549 ARE-Fluc reporter, luciferase luminescence, 18-24 h. Potency, µM (doses to about 46 µM), without a hit: top-dose activity change, negative = inhibition, usual class: inhibitors. hit rate 2.1% among 360,000. AID 504444; also: potency is read from the fitted curve at half-maximal effect; % is scaled to controls: 0 for no effect and ±100 for the full control effect; nearly all actives have a fitted effect of over 60% in size
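Cells were seeded and rested 2 h, then exposed to compounds for 18-24 h. CellTiter-Fluor was read first as a viability measure. BugLite was added 15 min before the final luminescent read of ARE-luciferase activity in A549 cells.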
The depositor's hits bear a star; i = inactive; ? = inconclusive; . = not tested or not shown; & = joins results of further samples; [ ] = remark or other dose. Unless noted, calls follow the shape of the dose curve; as a rule, active = well fitted curve in the direction sought with a large enough effect; inconclusive = small, poorly fitted or top-dose-only effect, or another doubt; inactive = no such curve, though single readings can be large; an effect the other way counts as inactive or inconclusive.

SMILES	Abeta yeast res	A549 tox	MmCpn inh	TGFb inhibitor	HepG2 viability	Nrf2 activator	Akt phos inh	CCT chaperon mod	Nrf2 block
CCOC(=O)C1(Cc2ccccc2Cl)CCN(C(=O)CN2CCOC2=O)CC1	2%	-1%	-2%	13%	2%	-0.4%[9.22 µM]	i	0.4	?
Cc1ccc(CN(Cc2ccco2)c2cnc(S(C)(=O)=O)nc2C(=O)Nc2ccccc2Br)o1	1%	10%	.	-6%	-10%	1.0%	.	.	-7%
CC1CN(S(=O)(=O)c2ccc(C(=O)N(C)C3CCCCC3)cc2)CC(C)O1 (centres undefined)	17%	1%	0%	-8%	4%	-0.3%	i	-8.6	-11%
CCOC(=O)c1sc(NC(=O)CSc2nnc(Cc3ccccc3)o2)c(C#N)c1C	-3%	0%	-1%	-10%	4%	2.7%	i	-0.6	.
CCc1nnc(NC(=O)CN2C(=O)N(C)C3(CCCCC3)C2=O)s1	5%	3%	-3%	7%	2%	-0.4%	i	2.1	4%
Nc1nnc(SCCCC(=O)c2ccc(F)cc2)s1	3%	-2%	2%	-4%	5%	2.2%	i	0.4	-1%
Cc1cc(C)cc(N=C2NC(=O)CS2)c1	-8%	-3%	-2%	-9%	-8%	0.3%	i	-6.0	2%
CCC(=Cc1ccccc1O)c1ccncc1	2%	-3%	.	0%	-30%	3.6%	i	2.0	-12%
CCN(CC)S(=O)(=O)c1ccc(N2CCOCC2)c(NC(=O)c2nn(C)c(=O)c3ccccc23)c1	-5%	0%	.	2%	3%	0.1%	i	-1.2	-5%
C=CCN(CC=C)c1ccc(N2C(=O)C3CCCCC3C2=O)cc1[N+](=O)[O-] (centres undefined)	-15%	-1%	-5%	-19%	-19%	-0.3%	i	2.1	5%
O=c1c2ccccc2nc(-c2cccc(Cl)c2)n1O	-41%[inhibitor]	-17%	-1%	1%	-19%	6.6%	i	-1.6	?
CCOC(=O)C1CCN(C(=O)/C=C/c2ccc(OC)cc2)CC1	-6%	-2%	0%	7%	-49%	-0.2%	i	-1.6	?

5 entries from above, as a markdown table:
| SMILES | Abeta yeast res | A549 tox | MmCpn inh | TGFb inhibitor | HepG2 viability | Nrf2 activator | Akt phos inh | CCT chaperon mod | Nrf2 block |
| --- | --- | --- | --- | --- | --- | --- | --- | --- | --- |
| CCOC(=O)c1sc(NC(=O)CSc2nnc(Cc3ccccc3)o2)c(C#N)c1C | -3% | 0% | -1% | -10% | 4% | 2.7% | i | -0.6 | . |
| CCc1nnc(NC(=O)CN2C(=O)N(C)C3(CCCCC3)C2=O)s1 | 5% | 3% | -3% | 7% | 2% | -0.4% | i | 2.1 | 4% |
| Nc1nnc(SCCCC(=O)c2ccc(F)cc2)s1 | 3% | -2% | 2% | -4% | 5% | 2.2% | i | 0.4 | -1% |
| Cc1cc(C)cc(N=C2NC(=O)CS2)c1 | -8% | -3% | -2% | -9% | -8% | 0.3% | i | -6.0 | 2% |
| CCC(=Cc1ccccc1O)c1ccncc1 | 2% | -3% | . | 0% | -30% | 3.6% | i | 2.0 | -12% |

(cont.)
SMILES	Abeta yeast res	A549 tox	MmCpn inh	TGFb inhibitor	HepG2 viability	Nrf2 activator	Akt phos inh	CCT chaperon mod	Nrf2 block
CCC(=O)Nc1ccc(NCc2ccc(-c3ccccc3)cc2)cc1	40%	-11%	1%	1%	-8%	-0.3%	i	2.9	?
Cc1cc(NC(=O)N2CCC(CN3CCCCCC3)CC2)ccc1Br	-6%	-3%	.	-2%	-19%	3.5%	.	.	?
Cc1ccc(CN2CCSc3ccc(C(=O)N4CCN(c5ccc(Cl)cc5)CC4)cc32)cc1	2%	1%	.	-9%	0%	1.2%	.	.	-22%
CC(=O)c1ccc(NC(=O)c2ccccc2-c2ccccc2C(=O)O)cc1	0%	0%	0%	2%	3%	-0.5%[9.22 µM]	i	0.4	6%
Cc1ccc(C(=O)Nc2ccc3[nH]c(=O)c(=O)[nH]c3c2)cc1	-8%	-6%	.	-4%	-2%	-0.5%	.	.	15%
COc1ccc(/C=C2/C(=O)N(CC3CCCO3)C(=S)N2C)c(OC)c1 (centres undefined)	-24%	-18%	0%	-4%	-41%	0.4%	i	1.9	-11%
CCn1cnc2c1c(=O)n(CC(=O)OC)c(=O)n2Cc1ccccc1	2%	-1%	0%	1%	7%	0.0%	i	-2.2	-15%
CCOC(=O)C1CCN(C(=O)c2c(C)nn(-c3ccc(F)cc3)c2-n2cccc2)CC1	-3%	0%	.	-95%	-84%	-1.2%	.	.	4%
O=C(NCCS(=O)(=O)NCc1ccccc1Cl)c1ccc2c(c1)OCO2	-6%	1%	2%	-5%	1%	0.4%	i	1.1	-14%
CCOC(=O)CSc1nc(N)c(C#N)c(-c2cccs2)c1C#N	13%	1%	?	?	-30%	0.8%	i	-1.5	-8%
COc1ccc(S(=O)(=O)N2CCN(C(=O)CC(C)C)CC2)cc1	-9%	-1%	-1%	?	24%	0.3%	i	3.4	-4%
CCOc1ccc2oc(C(=O)OCC(=O)N(CC(C)C)c3c(N)n(Cc4ccccc4)c(=O)[nH]c3=O)c(C)c2c1	14%	-7%	.	?	-2%	-0.1%	i	-4.5	-18%
COc1cccc(-n2c(=O)c3c(C)c(C)sc3n(Cc3ccccc3C#N)c2=O)c1	9%	-6%	.	5%	-3%	-0.1%	.	.	5%[9.27 µM]
CCOC(=O)C(Cc1cc(C(C)=O)ccc1OCC)C(=O)OCC	-6%	11%	-26%	2%	3%	3.8%	i	-6.2	.
COC(=O)c1cc(C(=O)OCC(=O)NC(=O)NCc2ccccc2)cc([N+](=O)[O-])c1	6%	-3%	2%	-2%	1%	2.4%	i	2.1	-4%
CCC(CO)Oc1cc(NCc2cccc(C(F)(F)F)c2)c2ncn(C(C)C)c2c1 (centres undefined)	-34%	-7%	-3%	?	-18%	-3.2%	i	-0.9	5%
CCc1nnc(NC(=O)c2sc3nc4cc(C)ccc4cc3c2N)s1	16%	-1%	-3%	18%	1%	-0.8%	i	-0.7	-13%
COCc1ccc(C(=O)NC2CCSc3ccccc32)cc1 (centres undefined)	1%	1%	2%	-12%	-10%	0.1%	i	-1.3	8%
CC(=O)Nc1cncc(-c2cccc(N(C)C)c2)n1	2%	.	.	1%	5%	-0.6%	i	-2.2	.
COc1cccc(CC2(CO)CCN(Cc3cnc(N4CCOCC4)s3)CC2)c1	9%	0%	0%	-9%	-29%	-0.1%	i	-21	-11%
CN(CCNC(=O)CCCOc1cc(=O)n(C)c2ccccc12)Cc1ccccc1	4%	2%	1%	-19%	-5%	7.8%	i	-3.9	7%
CCOc1ncccc1C(=O)Nc1ccc(OC)c(S(=O)(=O)N2CCOCC2)c1	-9%	1%	1%	-1%	-1%	-0.3%	i	-2.2	4%
CC1=C(C(=O)NCc2ccc(C)cc2)C2(CCCCC2)OC1=O	9%	9%	.	-5%	0%	0.3%	.	.	.
Cc1onc(-c2c(Cl)cccc2Cl)c1NC(=O)NNc1ccccc1	-1%	-3%	1%	-15%	1%	-0.9%	i	-0.3	-10%
COc1cccc(Nc2nc3ccccc3c(=O)[nH]2)c1	-13%	-1%	2%	-63%	-4%	4.4%	i	-3.4	-18%
Cc1ccc(S(=O)(=O)c2cc3c(=O)n4cccc(C)c4nc3n(Cc3ccncc3)c2=N)cc1	2%	?	1%	-20%	-26%	0.3%	i	0.5	12%
Cc1nn2c(=O)cc(COC(=O)c3ccccc3NC(=O)C3CCCCC3)nc2s1	-12%	-3%	.	-6%	2%	-0.5%	.	.	.
Cc1oc(-c2ccoc2)nc1CN(Cc1ccccc1)CC1CC1	5%	3%	-7%	-22%	-7%	-0.8%	i	2.5	-2%
O=C(NC(=S)Nc1ccc(Cl)c(C(=O)O)c1)c1ccc(OCc2ccccc2)cc1	-2%	0%	0%	5%	-26%	0.5%	i	1.4	-13%
COC(=O)/C(=N/Nc1ccccc1Cl)Sc1nnc(C(O)c2ccccc2)n1-c1ccccc1 (centres undefined)	2%	9%	2%	8%	-2%	-1.4%	i	-2.2	?
O=c1c2ccccc2c(-c2ccccc2)nn1-c1ccccc1	1%	2%	-2%	13%	0%	2.3%	i	-4.6	-18%
CCCN(CCC)Cc1c(C(=O)N/N=C/c2c[nH]c3ccccc23)nnn1-c1nonc1N	-10%	-4%	1%	?	-52%	5.7%	i	0.2	-20%
COc1cc(C2CC(=O)Oc3c(C(CCN4CCOCC4)c4ccc(N(C)C)cc4)c(OC)cc(OC)c32)cc(OC)c1OC (centres undefined)	-5%	-8%&-2%	-8%	-13%&2%	0%&-4%	0.6%	i	-0.9	-14%&4%
Cc1nc(C)n(CCNS(=O)(=O)c2ccccc2)n1	0%	-5%	3%	24%	-11%	-0.1%	i	-3.3	6%
CC1CC(C)(C)CC2(C1)NC(=O)N(CC(=O)NC1CCCc3ccccc31)C2=O (centres undefined)	12%	-4%	1%	-20%	3%	-0.1%	i	0.0	-7%
Cc1ccc(NC(=O)CN2C(=O)C(c3ccc(C)cc3)=NC23CCCCCC3)cc1	5%	-4%	.	.	-22%	2.5%	.	.	?
Cn1c(C(=O)OCC(=O)NCCc2ccccc2)cc2sccc21	-7%	-1%	-1%	11%	-29%	2.1%	i	1.4	0%

2 of the compounds above, with each value named:
CC(=O)c1ccc(NC(=O)c2ccccc2-c2ccccc2C(=O)O)cc1
  Abeta yeast res: 0%	A549 tox: 0%	MmCpn inh: 0%	TGFb inhibitor: 2%	HepG2 viability: 3%	Nrf2 activator: -0.5%[9.22 µM]	Akt phos inh: i	CCT chaperon mod: 0.4	Nrf2 block: 6%
Cc1ccc(C(=O)Nc2ccc3[nH]c(=O)c(=O)[nH]c3c2)cc1
  Abeta yeast res: -8%	A549 tox: -6%	MmCpn inh: .	TGFb inhibitor: -4%	HepG2 viability: -2%	Nrf2 activator: -0.5%	Akt phos inh: .	CCT chaperon mod: .	Nrf2 block: 15%
